Ba/F3 V617F tox: reduce viability of Ba/F3 cells dependent on JAK2V617F; Ba/F3 EpoR-JAK2V617F viability, ATP luminescence; inhibition, % at 5.6 µM; 220,000 compounds, 1.1% hits; AID 1446;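 active means inhibition above the campaign mean plus 3 SD over all tested compounds, cut at about 24% in these data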;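 further: cytokine-independent growth of Ba/F3 cells driven by EpoR plus mutant JAK2; 0% = DMSO-treated cells and 100% = JAK inhibitor I control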
BaF3 tox: counter-screen for JAK2V617F inhibitors: parental Ba/F3 viability inhibitors | CellTiter-Glo ATP luminescence | inhibition, % at 5.6 µM | 220,000 compounds, 1.1% hits;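 active means inhibition above a per-campaign cutoff, the mean inhibition of all tested compounds plus 3 SD, cut at about 27% in these data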;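 further: 0% = DMSO wells and 100% = JAK Inhibitor I control wells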
eIF4E 4G PPI: blocks eIF4E binding to eIF4G | 220,000 compounds, 0.37% hits | P63073+Q04637 | AID 782 | TR-FRET eIF4E-eIF4GI(517-606) binding, 2 h | inhibition, % at 21.7 µM;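 active means inhibition above about 30%, limit read from the data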;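 further: 0% = full FRET control wells and 100% = background wells lacking eIF4GI fragment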
Mdm2 ligase inh: inhibitors of human Mdm2 E3 ubiquitin ligase; signal enhancement, % at 5 µM; Q00987; cell-based MDM2 ubiquitination luciferase reporter, 2 h; 0 = plate control, 100 = twice control, blank-subtracted; AID 1230; 210,000 compounds, 0.11% hits;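 active means signal enhancement of 30% or more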;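 further: luminescence tracks abundance of the self-degrading MDM2-luciferase fusion protein; higher signal means inhibition of MDM2 E3 ligase activity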
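Assay system: mammalian cells stably expressing self-ubiquitinating, self-degrading MDM2 E3–luciferase fusion. Quantity: 2000 cells in each well. Medium: DMEM culture medium. Compound dosing: single-point 5 µM. Timing: cell settling 4 h, compound treatment 2 h, both 37 °C. Technique: luciferase luminescence. Read-out basis: percent signal gain over controls, blank-subtracted. Benchmarks: plate controls and plate blanks.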
S1P4 agonist: human S1P4 receptor agonism. O95977. S1P4-expressing cell line, agonist reporter assay. activation, % at 4.98 µM. 220,000 compounds, 0.35% hits. AID 1509; in the data active means activation above about 11%;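 further: 0% = DMSO vehicle and 100% = reference agonist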
Target sequence (O95977 whole entry, looked up): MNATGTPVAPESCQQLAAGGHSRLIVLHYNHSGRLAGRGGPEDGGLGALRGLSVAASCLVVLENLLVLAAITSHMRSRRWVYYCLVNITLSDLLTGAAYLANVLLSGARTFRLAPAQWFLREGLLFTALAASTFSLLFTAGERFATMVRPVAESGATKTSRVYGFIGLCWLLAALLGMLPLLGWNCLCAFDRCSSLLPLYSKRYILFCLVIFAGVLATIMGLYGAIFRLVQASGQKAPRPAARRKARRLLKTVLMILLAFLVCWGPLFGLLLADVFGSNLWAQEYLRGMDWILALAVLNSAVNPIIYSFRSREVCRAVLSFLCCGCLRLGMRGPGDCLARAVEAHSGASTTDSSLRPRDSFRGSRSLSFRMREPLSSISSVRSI
PERK inh: human PERK inhibition, primary cell-based screen | Q9NZJ5 | CHO PERK-DD fusion, SEAP luminescence translation reporter | inhibition, % at 5.6 µM | 220,000 compounds, 0.17% hits | AID 1416;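 active means inhibition above the mean inhibition of all tested compounds plus 3 SD, set separately per screening campaign, cut at about 2.9% in these data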;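 further: PERK kinase domain activated by AP20187 dimerizer at 100 nM; 0% = DMSO with dimerizer and 100% = rapamycin at 8.4 µM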
Wee1 degr inh: inhibitors of human Wee1 degradation | P30291 | HeLa Luc-Wee1K328M stability, luciferase luminescence; 100% = proteasome inhibitor MG132 effect | reporter increase, % at 5 µM | 220,000 compounds, 1.2% hits;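 active means activation above the mean of all tested compounds plus 3 SD, set per screening run, cut at about 8.8% in these data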;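 further: cells exposed to compound for 20 h before luminescence read; 0% = DMSO alone and 100% = MG132 at 30 µM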
Target sequence (P30291 whole entry K328M): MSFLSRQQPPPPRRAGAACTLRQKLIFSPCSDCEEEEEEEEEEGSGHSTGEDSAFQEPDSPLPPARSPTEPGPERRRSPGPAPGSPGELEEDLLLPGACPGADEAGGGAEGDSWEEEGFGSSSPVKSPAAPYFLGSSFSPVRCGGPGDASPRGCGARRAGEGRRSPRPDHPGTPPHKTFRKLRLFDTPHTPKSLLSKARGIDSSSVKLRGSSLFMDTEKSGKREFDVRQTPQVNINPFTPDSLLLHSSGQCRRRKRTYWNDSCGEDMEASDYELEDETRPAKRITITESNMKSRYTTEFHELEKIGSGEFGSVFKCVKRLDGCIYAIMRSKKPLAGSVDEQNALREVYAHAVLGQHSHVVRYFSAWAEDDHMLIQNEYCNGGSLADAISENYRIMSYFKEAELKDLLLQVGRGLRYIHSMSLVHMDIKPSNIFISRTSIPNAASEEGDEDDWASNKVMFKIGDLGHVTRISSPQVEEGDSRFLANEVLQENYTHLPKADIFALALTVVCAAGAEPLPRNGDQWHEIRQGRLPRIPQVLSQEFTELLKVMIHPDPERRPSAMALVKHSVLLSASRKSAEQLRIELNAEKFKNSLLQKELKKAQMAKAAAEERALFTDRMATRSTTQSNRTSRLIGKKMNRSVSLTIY
S1P4 antag: human S1P4 receptor antagonism; O95977; S1P4-expressing cells, antagonist mode, reporter read-out; inhibition, % at 4.98 µM; 220,000 compounds, 0.26% hits; AID 1510; in the data active means inhibition above about 29%;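 further: 0% = wells stimulated with agonist and 100% = vehicle wells without agonist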
NPY-Y2 PAM-ag: potentiates or activates human NPY-Y2 receptor; P49146; cells expressing NPY-Y2, potentiator/agonist read-out; activation, % at 3.6 µM; 220,000 compounds, 0.45% hits; in the data active means activation above about 27%;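 further: cells stimulated with NPY near EC25 plus isoproterenol at EC100; 0% = vehicle plus submaximal agonist and 100% = vehicle plus saturating agonist; some results beyond the cut were filed as inactive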
The depositor's hits bear a star; [ ] = dose if it differs, or a comment.

item	molecule	Ba/F3 V617F tox	BaF3 tox	eIF4E 4G PPI	Mdm2 ligase inh	S1P4 agonist
1	NC(=O)c1cc([N+](=O)[O-])cc2c1C=Cc1ccccc1O2	-2	3	0	-7	1.7
2	Cc1cc(=O)[nH]c(Sc2c(-c3ccccc3)c3ccccc3[nH]c2=O)n1	-2	3	-7	1	1.0
3	CN(c1ccc(C(=O)Nc2ccccc2C(F)(F)F)cc1)S(C)(=O)=O	6	8	-2	-15	-0.5
4	CC12CC3(C)CC(C)(C1)CC(NC(=O)N1CCCC1)(C2)C3	0	1	-5	-6	2.7
5	CCOC(=O)c1cc(C#N)c(SCC(N)=O)[nH]c1=O	-1	-5	11	-7	-0.1
6	CCN(CC)c1nc2ccccc2nc1C(C#N)C(=O)NCCCOC (centres undefined)	5	8	6	-8	-1.4
7	CC(=O)Oc1ccc(C(=O)O)c(OC(C)=O)c1	-2	-3	8	-25	-1.8
8	Cc1ccc(Nc2c(-c3ccccn3)nc3cccc(C)n23)cc1	3	5	-1	1	0.5
9	CC(=O)Nc1ccc(S(=O)(=O)N2CCN(CCCOc3cc(C)ccc3C)CC2)cc1	-1	4	3	-33	-0.6
10	CCOc1cc(C(=O)N/N=C\c2cn(CC)nc2C)cc(OCC)c1OCC	4	5	1	10	1.5
11	O=C(CN1CCOCC1)Nc1scc(-c2ccccc2)c1C(=O)N1CCOCC1	0	-1	2	-10	-0.5
12	COc1ccc(Oc2ccc(/C=C/C(=O)c3ccc(O)cc3)cc2[N+](=O)[O-])cc1	2	8	-2[fluorescence artefact?]	-10	1.4

item	PERK inh	Wee1 degr inh	S1P4 antag	NPY-Y2 PAM-ag
1	0.0	-1	-8	0
2	0.9	-1	-6	-13
3	0.2	-3	-10	-9
4	-0.7	0	-1	18
5	0.4	2	0	18
6	-1.0	-3	0	5
7	1.5	-2	-6	-8
8	-0.4	1	-11	20
9	-1.0	1	-11	10
10	-1.0	0	-11	-12
11	-0.8	-2	-12	-1
12	-0.4	0	25	38*

For convenience, two of the compounds above.
item	molecule	Ba/F3 V617F tox	BaF3 tox	eIF4E 4G PPI	Mdm2 ligase inh	S1P4 agonist
1	NC(=O)c1cc([N+](=O)[O-])cc2c1C=Cc1ccccc1O2	-2	3	0	-7	1.7
2	Cc1cc(=O)[nH]c(Sc2c(-c3ccccc3)c3ccccc3[nH]c2=O)n1	-2	3	-7	1	1.0

item	PERK inh	Wee1 degr inh	S1P4 antag	NPY-Y2 PAM-ag
1	0.0	-1	-8	0
2	0.9	-1	-6	-13

Other compounds follow:
item	molecule	Ba/F3 V617F tox	BaF3 tox	eIF4E 4G PPI	Mdm2 ligase inh	S1P4 agonist
13	Cc1cc(NC(=O)C(C)C)ncc1NC(=O)c1cccc(F)c1	0	1	-9	-12	0.3
14	O=C(Nc1ccc(Nc2ccncc2)cc1)c1ccc(Nc2ccnc3ccc([N+](=O)[O-])cc23)cc1[N+](=O)[O-]	2	-1	-52	-8	0.4
15	CC1=C(C(=O)OC(C)C)C(c2cccc([N+](=O)[O-])c2)n2c(cc(=O)[nH]c2=S)N1 (centres undefined)	-1	0	7[fluorescence artefact?]	2	-0.9
16	COc1ccc(OCCCC(=O)Nc2ncn[nH]2)cc1	3	12	-4	-9	-0.1
17	O=C(O)C1SCCN1S(=O)(=O)c1ccc(N=NN2CCOCC2)cc1 (centres undefined)	3	3	-5	-87	0.2
18	COCCCC1CCN(Cc2nc(Cc3ccccc3Cl)no2)CC1	1	3	2	-18	-2.4
19	FC(F)(F)c1ccc(/C=N/N2CCN(Cc3ccccc3)CC2)cc1	-2	4	1	-7	-0.7
20	O=c1c2[nH]c3ccccc3c2ncn1CCC1=CCCCC1	-1	1	-1	-7	17*
21	COCCCNC(=O)c1cn(Cc2c(F)cccc2Cl)nn1	3	5	0	-23	1.0
22	O=C(Nc1nc2ccc([N+](=O)[O-])cc2s1)c1c(F)cccc1F	1	5	1	-10	0.2
23	O=c1[nH][nH]c(C(F)(F)F)c1C=NCc1ccc(Cl)cc1	-1	4	3	-10	0.8
24	CC1=NN(c2ccc(C)c(C)c2)C(=O)/C1=C\C=C\c1ccc([N+](=O)[O-])o1	-2	0	21	1	-0.5

item	PERK inh	Wee1 degr inh	S1P4 antag	NPY-Y2 PAM-ag
13	-0.2	2	-22	6
14	0.8	-2	14	2
15	0.3	-1	-1	2
16	1.4	1	10	-1
17	0.6	1	-11	-1
18	-0.7	6	7	-3
19	0.4	2	-19	1
20	-0.3	1	-9	-8
21	0.5	-3	3	-10
22	0.1	-2	-12	0
23	-0.4	1	-4	11
24	0.7	-4	13	-5

Next section.
item	molecule	Ba/F3 V617F tox	BaF3 tox	eIF4E 4G PPI	Mdm2 ligase inh	S1P4 agonist
25	CCN1C(=O)/C(=C\c2ccco2)C(C(=O)OC)=C1C	3	6	14[fluorescence artefact?]	-22	-0.4
26	CCn1c(-c2cccnc2Cl)nc2cc(Cl)c(Cl)cc21	1	4	-3	-3	-2.5
27	COc1cccc(Oc2coc3cc(OC(=O)N4CCOCC4)ccc3c2=O)c1	3	10	-5	-4	-0.9
28	Cc1onc(-c2ccccc2)c1CNS(=O)(=O)c1ccccc1	-2	1	-4	-7	1.6
29	NC(CO)C(O)c1ccc([N+](=O)[O-])cc1 (centres undefined)	-1	-3	3	-1	0.0
30	O=C(Nc1cccc2ccccc12)OCc1cncs1	4	1	2	-74	-0.8
31	CCC(C)NC(=O)COc1ccc(Br)c(C)c1 (centres undefined)	-2	2	-1	-10	-0.6
32	COc1ccccc1NC(=O)c1ccccc1S(=O)(=O)c1ccccc1[N+](=O)[O-]	-1	3	-1	-32	1.8
33	Cc1cc(C)c(NC(=O)c2ccc(S(=O)(=O)N(C)C)cc2)c(C)n1	0	3	2	7	0.6
34	CC1CCc2c(sc(NC(=O)CN3CCN(C(=O)c4ccco4)CC3)c2C#N)C1 (centres undefined)	0	3	-19	-7	-1.4
35	Cc1cc(C(=O)Nc2sc3c(c2C#N)CCCC3)no1	2	1	-3	-25	-0.1
36	O=C(Nc1cccc(C(F)(F)F)c1)c1cc(Br)cc2c1OCC2	-4	-3	0	-18	0.7

item	PERK inh	Wee1 degr inh	S1P4 antag	NPY-Y2 PAM-ag
25	0.1	3	7	-15
26	-0.5	2	-24	-6
27	-0.4	1	5	6
28	0.6	3	11	-1
29	0.6	-2	8	4
30	0.2	-4	7	-3
31	0.4	-1	-8	0
32	0.6	1	4	13
33	0.0	0	-24	-5
34	-1.7	-2	-16	-16
35	0.1	8	-6	5
36	-0.3	2	4	14

More compounds:
item	molecule	Ba/F3 V617F tox	BaF3 tox	eIF4E 4G PPI	Mdm2 ligase inh	S1P4 agonist
37	Nc1cccc(-c2cn3cc(C(F)(F)F)cc(Cl)c3n2)c1	0	8	-3	-28	0.1
38	CC(=O)NS(=O)(=O)c1ccc(NC(=S)NC(=O)c2ccco2)cc1	-1	4	-4	4	-0.9
39	Cc1ccc(C)c(NC(=O)CSc2nnc(CNC(=O)c3cccs3)o2)c1	0	3	-3	-17	0.3
40	CC1CCCC(NC(=O)COC(=O)CCc2ccccc2)C1C (centres undefined)	0	2	1	-9	0.1
41	Cn1c(=O)[nH]c(=O)c2c1nc(CN1CCOCC1)n2CCCc1ccccc1	-2	8	1[fluorescence artefact?]	-6	-1.1
42	Cc1cc(NC(=O)c2cccs2)ncc1NC(=O)c1cccc(F)c1	4	9	0	-3	0.5
43	CS(=O)(=O)Nc1cccc(C2=NN(S(=O)(=O)c3ccccc3)C(c3cccs3)C2)c1 (centres undefined)	1	5	5	-20	2.0
44	COc1ccc(NC(=S)Nc2ccc(OC)cc2OC)c(OC)c1	3	7	10	4	0.7
45	COC(=O)C1=C(C)NC(=S)NC1c1ccc(OC(=O)c2ccco2)cc1 (centres undefined)	1	5	2	-1	-1.1
46	CCCCCSc1nnc2c(n1)OC(C)N(C(C)=O)c1ccccc1-2 (centres undefined)	-1	3	3	-14	1.8
47	Cc1cc(NC(=O)C2CC(=O)N(c3ccccc3)C2)no1 (centres undefined)	-2	4	1	3	2.4
48	CC(=O)c1cnc(Nc2cccc(Cl)c2Cl)s1	1	7	-4	1	0.2

item	PERK inh	Wee1 degr inh	S1P4 antag	NPY-Y2 PAM-ag
37	0.2	-1	-35	-6
38	1.1	-4	-17	1
39	0.8	-2	2	-3
40	1.5	-1	-7	-7
41	-0.7	3	3	-7
42	-0.6	-2	7	1
43	-0.6	0	-7	-8
44	0.2	-1	0	-4
45	0.8	0	25	-9
46	0.0	0	-30	13
47	1.7	0	-8	1
48	-0.1	1	-20	15

With a hit mark in NPY-Y2 PAM-ag, among the entries above:
cpd | SMILES | eIF4E 4G PPI | Mdm2 ligase inh | S1P4 agonist | PERK inh | Wee1 degr inh | S1P4 antag | NPY-Y2 PAM-ag
12 | COc1ccc(Oc2ccc(/C=C/C(=O)c3ccc(O)cc3)cc2[N+](=O)[O-])cc1 | -2[fluorescence artefact?] | -10 | 1.4 | -0.4 | 0 | 25 | 38*

(next part)
item	molecule	Ba/F3 V617F tox	BaF3 tox	eIF4E 4G PPI	Mdm2 ligase inh	S1P4 agonist
49	CCn1c(SCC(=O)NCc2ccccc2)nnc1-c1c[nH]c2ccccc12	2	7	6	-26	-0.2
50	CCn1c(N)c(C(=O)NC2CCCCC2)sc1=S	-3	3	0[fluorescence artefact?]	-4	-0.4
51	Cc1ccc(C2=NN(C(=S)Nc3ccccc3)C(c3ccco3)C2)cc1 (centres undefined)	-3	7	-1	8	-1.2
52	O=C(/C=C/c1ccco1)OCc1nnc(-c2ccc(Cl)cc2)o1	-3	3	6	-27	1.3
53	Cc1cccc(NC(=O)COc2ccc(Br)cc2/C=N/O)c1	0	5	4	-8	0.9
54	CCOCCCn1cnc2c(c1=O)c1nc3ccccc3nc1n2-c1ccccc1	-3	1	-3	-15	2.4
55	Cn1ncc2c(N3CCN(c4ccc(Cl)c(Cl)c4)CC3)ncnc21	7	9	9	-46	-1.4
56	CCC(C)c1ccc(O)c(NC(=O)c2cncc(Br)c2)c1 (centres undefined)	3	0	3	-14	1.8
57	O=C(O)c1cc(-c2ccccc2)n(-c2ccccc2C(=O)O)n1	-3	0	42*	-9	-1.7
58	CCOc1cc(CNc2ccccc2SC)ccc1O	0	4	-4[fluorescence artefact?]	-3	4.8
59	Cc1c(C(=O)NCCC2=CCCCC2)oc2ccc(S(=O)(=O)N3CCC4(CC3)OCCO4)cc12	-4	1	-2	-25	0.4
60	COC(=O)[C@H](Cc1ccccc1)NC(=O)NCCc1ccc(F)cc1	-5	0	-2	7	0.5
61	COc1ccc(/C=N/Nc2nnc(Cc3ccc(OC)c(OC)c3)c(=O)[nH]2)cc1	-2	-1	-1	-11	-0.1

item	PERK inh	Wee1 degr inh	S1P4 antag	NPY-Y2 PAM-ag
49	0.1	-2	-28	-10
50	-0.5	1	-3	2
51	-0.7	4	-6	-4
52	2.4	3	2	-15
53	0.8	9.4*	-15	-5
54	-0.7	-3	-11	-3
55	0.0	5	-11	-8
56	-0.8	-2	0	-1
57	0.6	2	-16	-11
58	0.6	-1	-5	13
59	-0.3	2	-1	-21
60	0.5	1	-5	15
61	0.1	0	-1	-7
